# NCOA3 inh – inhibitors of human steroid receptor coactivator 3 (SRC3); HEK293 GAL4-SRC3 luciferase reporter, luminescence; Q9Y6Q9; AID 588352; 360,000 tested, 0.17% active; inhibition, % at 3.6 µM;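 active = inhibition above a per-campaign cutoff, the mean of all compounds plus 3 SD, cut at about 60% in these data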;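 note: 0% = DMSO-treated cells and 100% = gossypol-treated cells at 36 µM; higher means less SRC3-driven luciferase light from the GAL4 reporter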
# MC4R ag barr – activates human MC4R beta-arrestin recruitment; U2OS MC4R beta-arrestin complementation, luminescence; percent of melanotan II response, DMSO zero; activation, % at 8.9 µM; 360,000 tested, 0.98% active;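 active = activation above a per-plate cutoff, the mean activation of sample wells on that plate plus 3 SD, cut at about 8% in these data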
# Target sequence (P32245 whole entry, looked up): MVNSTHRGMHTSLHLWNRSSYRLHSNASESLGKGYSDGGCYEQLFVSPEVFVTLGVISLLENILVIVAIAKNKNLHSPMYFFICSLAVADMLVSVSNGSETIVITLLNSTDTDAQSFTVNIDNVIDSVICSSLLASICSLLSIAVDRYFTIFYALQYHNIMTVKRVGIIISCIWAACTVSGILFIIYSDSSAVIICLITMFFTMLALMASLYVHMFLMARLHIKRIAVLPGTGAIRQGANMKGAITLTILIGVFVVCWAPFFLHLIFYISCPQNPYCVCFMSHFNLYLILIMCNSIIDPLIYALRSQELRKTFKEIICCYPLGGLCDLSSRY
# NCOA1 inh – inhibitors of human steroid receptor coactivator 1 (SRC1); inhibition, % at 3.6 µM; HEK293 GAL4-SRC1 luciferase reporter, luminescence; Q15788; 360,000 tested, 0.12% active;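 active = inhibition above the campaign mean plus 3 SD, with each screening campaign given its own cutoff, cut at about 60% in these data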;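 note: 0% = DMSO treated cells and 100% = gossypol at 36 µM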
# NR5A2 inv ag – suppresses constitutive activity of human LRH-1; 360,000 tested, 0.13% active; O00482; HEK293T StAR-luciferase reporter, LRH-1 transfected, 24 h; inhibition, % at 3.6 µM;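 active = inhibition above the mean inhibition of all tested compounds plus 3 SD, cut at about 73% in these data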;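 note: 0% = DMSO wells and 100% = reporter-only cells lacking LRH-1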
# NOD2-RIPK2 inh – inhibitors of human NOD2-RIPK2 interaction; CHO BLA complementation NOD2-RIPK2, CCF4 ratio; 360,000 tested, 0.38% active; inhibition, % at 4.98 µM; AID 624267; in the data active = inhibition above about 21%;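 note: 0% = vehicle only and 100% = reference blocker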
# TLR9-MyD88 inh – TLR9-MyD88 interaction inhibition; Q9NR96+Q99836; CHO BLA complementation TLR9-MyD88, CCF4 FRET ratio; inhibition, % at 4.98 µM; 340,000 tested, 0.21% active;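 active = inhibition above the mean over all tested compounds plus 3 SD, cut at about 21% in these data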;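 note: 0% = DMSO only wells and 100% = clavulanate BLA inhibitor control wells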
# NR2F2 inh – blocks human COUP-TFII nuclear receptor. HEK293T NGFI-A luciferase reporter, luminescence. P24468. inhibition, % at 8.6 µM. 370,000 tested, 0.7% active. AID 686940;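 active = inhibition above a per-plate cutoff, mean inhibition of test wells between control levels plus 3 SD, cut at about 38% in these data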;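 note: cells cotransfected with COUP-TFII expression vector driving the NGFI-A reporter; 0% = median of COUP-TF2 test wells and 100% = reporter-only cells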
# Target sequence (P24468 whole entry, looked up): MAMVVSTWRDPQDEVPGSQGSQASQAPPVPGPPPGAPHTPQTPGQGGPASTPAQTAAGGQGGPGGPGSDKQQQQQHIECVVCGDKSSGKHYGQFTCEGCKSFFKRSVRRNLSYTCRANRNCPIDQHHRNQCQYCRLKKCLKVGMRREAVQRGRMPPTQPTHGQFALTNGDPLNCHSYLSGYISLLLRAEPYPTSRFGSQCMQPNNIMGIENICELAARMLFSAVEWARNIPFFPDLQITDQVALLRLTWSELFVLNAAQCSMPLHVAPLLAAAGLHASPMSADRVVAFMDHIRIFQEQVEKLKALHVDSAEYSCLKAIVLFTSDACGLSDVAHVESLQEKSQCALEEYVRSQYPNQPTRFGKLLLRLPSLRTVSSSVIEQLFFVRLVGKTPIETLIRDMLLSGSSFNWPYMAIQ
# MC4R antag cAMP – human MC4R antagonism in cAMP assay; P32245; MC4R-expressing cells, MTII-stimulated cAMP, LANCE TR-FRET; inhibition, % at 6.5 µM; 360,000 tested, 0.48% active; AID 540295;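 active = inhibition above its plate's cutoff, the mean of tested wells on that plate plus 3 SD, cut at about 29% in these data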;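 note: 0% = Melanotan II alone and 100% = Melanotan II plus saturating MCL0020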
#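 System: U2OS-MC4R stable cell line; Technique: Eu-cAMP/anti-cAMP TR-FRET, emission 671 nm; Repeats: single well per compound; Also added: Melanotan II; Dosing: one concentration, 6.5 µM nominal; Schedule: 30-min compound, 1-h challenge, 1-h detection, room temperature.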
# EBV LMP1 NFkB – reduces LMP1-driven NF-kappaB luciferase signal | inhibition, % at 12.5 µM | LMP1-induced NF-kappaB luciferase reporter cells, luminescence | 350,000 tested, 0.69% active; in the data active = inhibition above about 41%;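 note: 0% = neutral control wells and 100% = reference inhibitor control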
# NCOA2 inhibitor – inhibits human steroid receptor coactivator 2. 370,000 tested, 0.17% active. Q15596. HEK293 GAL4-SRC2 luciferase reporter, luminescence. inhibition, % at 9 µM;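 active = inhibition above the mean inhibition of all tested compounds plus 3 SD, set per campaign, cut at about 52% in these data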;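 note: 0% = DMSO treated cells and 100% = cells given Gossypol at 36 µM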
# ABHD5-PLIN5 inh – ABHD5-PLIN5 protein interaction inhibition. Split G. princeps luciferase complementation, luminescence, 4 h. AID 602281. 360,000 tested, 0.78% active. Q00G26+Q8WTS1. inhibition, % at 4 µM;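 active = inhibition above the mean inhibition across every tested compound plus 3 SD, cut at about 22% in these data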;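 note: 0% = DMSO only wells and the 100% control is not disclosed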
# * hit, by the source's call; / = no result given. The list is partial. The share of hits here may be higher or lower than overall.
structure	ABHD5-PLIN5 inh	EBV LMP1 NFkB	NCOA2 inhibitor	MC4R antag cAMP	NCOA3 inh	NR2F2 inh	MC4R ag barr	NCOA1 inh	NOD2-RIPK2 inh	TLR9-MyD88 inh	NR5A2 inv ag
O=C(CSc1nc2ccccc2nc1N1CCOCC1)Nc1ccccc1F	3.9	-12.3	-41.9	12.1	2.5	-7.5	1.0	8.9	4.7	9.5	-9.3
NNC(=O)/C=C/c1ccc(Cl)cc1Cl	-1.0	-5.6	8.6	2.6	0.3	-1.7	-0.9	2.0	-12.0	-4.0	11.0
COc1cccc(NC(=O)CN(C)C(=O)CSc2ccc3c(c2)OCCO3)c1	6.6	1.6	-6.9	2.6	7.1	0.9	-0.9	14.6	-7.6	5.4	-6.8
O=C(NCc1ccc(C(F)(F)F)cc1)C1CC(c2cccc(F)c2)=NO1 (stereo unspecified)	-6.9	-1.9	7.2	-12.2	-30.6	-7.7	1.8	-5.6	-2.6	7.4	-5.6
O=C(Nc1ccc(Br)cc1F)c1ccncc1	-2.4	23.3	-21.5	9.1	-20.2	-32.8	-1.5	-3.8	-9.1	-5.4	-5.6
Cc1ccc(CNS(=O)(=O)c2ccc(CN3C(=O)c4cccnc4C3=O)s2)o1	7.8	-6.2	-31.7	7.6	3.3	6.7	-1.7	-6.0	-8.5	-0.5	16.9
CCOc1c(CNCCN2CCOCC2)cccc1OC	3.0	-5.4	-1.5	3.6	13.6	18.2	-0.5	4.2	-0.4	-2.4	25.4
Cc1ccc(CNC(=O)[C@H](C)NC(=O)C2CCN(C(=O)[C@@H](N)CC(C)C)CC2)cc1	-3.1	2.1	10.0	1.5	1.6	13.1	-0.6	7.1	-5.4	2.3	-6.4
N#CCCN(Cc1cccnc1)CN1C(=O)c2ccccc2C1=O	3.5	-0.1	29.7	3.4	11.1	8.7	1.2	9.4	0.8	-3.3	7.7
OCCCn1c(CCCNc2nc(-c3cccc(Br)c3)cs2)nc2cc(Cl)c(N3CCCCC3)cc21	-7.6	0.0	2.5	1.2	-1.5	5.3	-1.7	0.2	-5.4	-10.5	19.2
O=[N+]([O-])c1ccc2[nH]c3c(c2c1)CCCC3O (stereo unspecified)	4.4	2.7	-11.8	0.9	20.4	-7.4	-3.5	11.6	-11.0	-13.4	12.0
O=c1[nH]nc(-c2ccccc2)c2ccccc12	-2.4	-0.3	-30.5	-3.9	-12.0	12.5	-1.0	5.7	-1.8	-4.5	15.3
CCOC(=O)Cc1csc(NC(NC(=O)OCC)(C(F)(F)F)C(F)(F)F)n1	-2.5	4.9	8.4	11.5	25.3	3.5	-1.9	-0.1	-2.1	-1.8	-3.1
CC1CCCN(S(=O)(=O)c2ccc(S(=O)(=O)N3CCCC3)cc2)C1 (stereo unspecified)	-0.8	-16.5	-20.4	9.5	20.0	1.6	0.0	-2.2	-0.9	-10.9	-3.0
Cc1nc(N/N=C\c2ccc3c(c2)OCO3)sc1C	-3.5	-26.0	-28.1	-3.4	-55.4	-16.5	-0.6	-45.2	-5.9	-1.2	-60.7
CC(C)c1cc(=O)n2[nH]c(SCc3ccccc3)nc2n1	8.8	5.4	-33.3	9.4	-5.9	-19.8	-1.4	-9.1	2.4	-5.1	-12.7
CCOC(=O)N1CCN(S(=O)(=O)c2c(C)nn(C)c2C)CC1	-1.1	1.0	2.7	9.8	4.1	-1.1	-0.3	-10.1	-11.3	-2.1	3.1
CCOc1cc(N2CCOCC2)c(OCC)cc1NC(=O)CSc1ncn[nH]1	12.7	-18.6	6.9	-0.1	2.1	-3.9	1.6	9.5	-5.8	-0.8	5.6
COc1ccc(C2C3=C(CCCC3=O)Nc3nc(-c4cc(OC)c(OC)c(OC)c4)nn32)cc1OC (stereo unspecified)	0.0	4.0	-26.7	1.8	10.1	-15.1	0.0	-7.0	-3.0	0.5	-1.8
CC1(C)C2CCC(C2)C1(C)NC(=O)CN1CCCC1 (stereo unspecified)	-2.3	-0.1	-2.0	2.3	-0.7	3.3	-0.2	-4.9	-0.9	-1.4	-19.0

# One compound at a time, from the list above. Values in the order: ABHD5-PLIN5 inh, EBV LMP1 NFkB, NCOA2 inhibitor, MC4R antag cAMP, NCOA3 inh, NR2F2 inh, MC4R ag barr, NCOA1 inh, NOD2-RIPK2 inh, TLR9-MyD88 inh, NR5A2 inv ag
# `CCOC(=O)Cc1csc(NC(NC(=O)OCC)(C(F)(F)F)C(F)(F)F)n1` reads -2.5, 4.9, 8.4, 11.5, 25.3, 3.5, -1.9, -0.1, -2.1, -1.8, -3.1
# `O=c1[nH]nc(-c2ccccc2)c2ccccc12` reads -2.4, -0.3, -30.5, -3.9, -12.0, 12.5, -1.0, 5.7, -1.8, -4.5, 15.3

# (listing goes on)
structure	ABHD5-PLIN5 inh	EBV LMP1 NFkB	NCOA2 inhibitor	MC4R antag cAMP	NCOA3 inh	NR2F2 inh	MC4R ag barr	NCOA1 inh	NOD2-RIPK2 inh	TLR9-MyD88 inh	NR5A2 inv ag
CC(=O)c1cccc(NC(=O)c2cccc(S(=O)(=O)N3CCOCC3)c2)c1	1.6	-12.0	-1.2	11.3	-1.0	8.4	-0.6	-4.9	-2.7	-9.7	12.1
COc1cc(S(=O)(=O)N2CCOCC2)ccc1NC(=O)COC(=O)c1ccccn1	4.1	0.4	-9.3	5.9	10.2	5.0	-1.3	-1.4	-0.5	-0.5	11.2
S=c1[nH]nc(-c2ccccc2)n1/N=C/c1cccc(Cl)c1	-0.2	5.8	-5.5	9.1	8.2	9.8	2.0	-8.1	19.9	-0.6	2.9
CC(C)OC(=O)c1nn2c(C(F)(F)F)cc(-c3ccco3)nc2c1Cl	-0.9	-2.6	-5.1	0.8	8.1	-7.4	-1.3	3.5	6.0	-1.2	-7.1
CN(C)CCN1C(=O)c2oc3ccccc3c(=O)c2C1c1cccc(Br)c1 (stereo unspecified)	0.1	-5.4	3.3	12.0	-6.6	-13.8	0.7	13.3	-2.6	-0.4	27.7
Cc1ccc(NC(=S)Nc2ccc3[nH]c(=O)[nH]c3c2)cc1	-0.5	-7.8	-4.3	18.8	-3.3	-8.3	0.4	-5.4	-9.7	3.3	-22.2
O=c1cc(N2CCCC2)c2ccccc2o1	0.0	-6.4	-7.0	-0.3	14.4	-2.8	-1.6	-12.3	-2.7	9.4	13.4
CC1(C)COC2(OC1)C(=O)Nc1ccccc12	-5.6	6.2	14.9	1.6	2.7	1.4	-3.5	3.2	-5.9	-3.2	4.3
O=C(CN1CCN(C(=O)c2c(F)cccc2F)CC1)Nc1ccccc1C(F)(F)F	-3.5	-4.2	-14.6	-2.5	-15.2	13.3	-1.9	-1.7	-5.6	1.0	22.8
O=C(Nc1cc(Sc2nc3ccccc3s2)cc([N+](=O)[O-])c1)c1ccccc1	-7.6	-4.4	24.0	5.7	-2.3	5.0	-0.8	-11.8	0.7	6.0	11.2
CCCCN1CC(=O)N2[C@H](c3ccc(Cl)cc3)[C@@H]3C(=O)N(CC)C(=O)[C@@H]3[C@]2(C)C1=O	0.5	-6.4	-3.4	2.7	10.7	4.4	-0.3	-24.8	3.2	-0.2	22.5
c1ccc(C[C@H]2CNCCN2CCc2cccc3ccccc23)cc1	16.0	-1.7	-22.5	-0.4	-6.6	-3.5	0.8	-3.2	-0.3	4.2	-8.8
Brc1ccccc1-c1cnco1	-1.0	10.7	-4.0	7.3	20.1	15.7	1.3	21.9	-2.9	-3.7	8.5
O=C1CC2(CCCCC2)CC(=O)N1CCc1ccccc1	-4.4	-12.7	9.6	6.8	-12.0	-31.3	-1.4	-18.3	-4.8	-5.2	-27.1
COc1cc(C(=O)NCCC(=O)NCCCN2CCCCC2)cc(OC)c1OC	-2.1	-5.8	-15.3	4.9	4.1	6.6	0.7	-6.2	-9.4	-3.5	14.0
CCCS(=O)(=O)NC(=O)C1(C)CCCN(C(=O)c2ccc(C(F)(F)F)cc2)C1 (stereo unspecified)	6.3	/	-43.2	7.6	6.6	-5.1	-1.6	5.5	-9.5	/	9.6
COCCCNC(=O)CNC(=O)c1nn(-c2ccc(OC)cc2)c(=O)c2ccccc12	0.0	5.5	-46.8	11.8	-12.0	-10.2	1.1	0.1	0.2	1.4	6.8
COc1cc(C=C2Cc3ccccc3C2=O)cc(OC)c1OC	22.3*	/	-6.7	/	6.5	-1.9	/	-0.8	0.1	/	-9.5
CCCCN(C=O)c1c(CC)nc2ccc(C(=O)N3CCN(C(C)=O)CC3)cn12	4.0	/	-7.7	21.8	8.1	-1.2	0.8	-19.4	6.1	/	-5.9
CCCCC(Nc1ncnc2ccccc12)C(=O)O (stereo unspecified)	4.9	3.6	-8.5	13.1	14.4	-2.9	-1.4	6.9	-8.9	-7.9	-3.4
Cc1cc(NS(=O)(=O)Cc2ccccc2)cc(C)c1OCC(=O)N1CCOCC1	-2.7	-2.8	-18.6	4.2	13.9	-6.3	-2.0	-10.4	-8.4	-3.6	11.4
COc1ccc(Cl)cc1NC(=O)CN(C)CC(=O)Nc1ccccc1-c1ccccc1	-3.4	0.3	-36.5	27.3	-4.0	3.1	1.1	-1.0	-4.3	-11.6	2.7
CCn1cnc2c1c(=O)n(CC(=O)OC(C)C(N)=O)c(=O)n2Cc1ccccc1 (stereo unspecified)	5.2	-8.7	16.3	10.3	5.2	5.0	-1.1	11.1	1.9	4.8	6.2
COc1ccc(C(=O)NC2CCCCC2)cc1S(=O)(=O)N1CCOCC1	2.1	-5.4	16.3	-1.7	-19.5	10.6	-1.9	-12.0	-2.7	1.3	4.2
Cc1ccc(S(=O)(=O)NCc2ccc(C(=O)NCCCN3CCN(C)CC3)cc2)cc1	-1.7	1.6	-1.2	1.4	18.6	19.5	-0.2	-6.3	-4.7	-7.2	12.9
C[C@@H]1CN([C@H](C)CO)S(=O)(=O)c2ccc(Br)cc2O[C@@H]1CN(C)Cc1ccc(-c2ccccc2)cc1	-5.3	-22.5	29.3	16.6	-3.2	-12.0	-0.8	-46.1	-2.3	-5.3	-6.7
CCOc1ccc(NC(=O)Nc2cc(C(C)C)c(O)cc2C)cc1	-4.6	-4.2	7.9	3.2	6.3	3.8	0.9	-5.3	-6.8	6.6	2.3
Cc1cccc(C(=O)N/N=C/c2ccc(OCC(=O)N3CCCCC3)cc2)c1	3.5	-2.7	-9.5	-5.0	-4.6	3.7	-0.8	-19.9	-0.6	1.7	-4.8
CC1=CN2C(=NC(=O)CC2(C)C(=O)N(CC(=O)NC2CCCC2)Cc2ccc(Cl)cc2)C=C1 (stereo unspecified)	-3.7	-3.0	2.1	8.1	-26.9	8.6	-1.1	2.1	-11.4	-1.9	-16.5
CN(CCc1ccccn1)C1CCCN(S(=O)(=O)c2ccc(F)c(Cl)c2)C1 (stereo unspecified)	-3.9	1.3	-31.6	-3.1	22.3	9.1	-3.7	-1.3	4.7	5.6	-9.2
COc1ccccc1/C=C1\SC(=S)N(CCC(=O)Nc2ccc(C(=O)O)c(O)c2)C1=O	-2.8	3.3	-22.8	9.4	-22.7	-9.0	-0.6	3.2	-15.3	0.8	-19.0

# Source: PubChem BioAssay
